CHRM1 agonist – activates human CHRM1 receptor | CHO-K1 hM1, Fluo-8 calcium fluorescence, agonist mode; 0% DMSO, 100% acetylcholine EC100 | P11229 | activation, % at 3 µM | hit rate 0.33% among 360,000;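 active = activation above the run's mean compound activation plus 3 SD, cut at about 16% in these data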;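 also: peak over basal fluorescence ratio within a 140 s kinetic read after compound addition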
M1 antag – blocks human M1 muscarinic receptor | P11229 | inhibition, % at 3 µM | CHO-K1 hM1, Fluo-8 calcium fluorescence, ACh EC80 antagonist | hit rate 1.3% among 360,000;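 active = percent inhibition above its own plate's cutoff, namely the mean of that plate's compound wells plus 3 SD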;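 also: peak over basal fluorescence ratio during 140 s after agonist addition; 0% = ACh EC80 plus DMSO and 100% = DMSO alone without agonist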
OXTR agonist – agonists of human oxytocin receptor; P30559; CHO-OTR cells, Fluo-8 calcium fluorescence; normalized: DMSO 0%, oxytocin 100%; activation, % at 3 µM; hit rate 0.32% among 320,000;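 active = activation above the mean of all tested compounds plus 3 SD, cutoff set per screening run, cut at about 20% in these data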;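 also: peak over basal fluorescence ratio from a 100 s FLIPR kinetic read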
OXTR potentiator – potentiators of human oxytocin receptor. P30559. CHO-OTR cells, Fluo-8 calcium fluorescence, potentiator mode; 0% = oxytocin EC15, 100% = EC100. activation, % at 3 µM. hit rate 0.061% among 320,000. AID 2445;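 active = activation above that plate's cutoff, the mean activation of tested compounds plus 3 SD, cut at about 6.6% in these data, passing the limit was not always enough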;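 also: 100% uses oxytocin at 75 nM as the full agonist control; some results filed as inactive read as strong as hits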
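Assay system: CHO cell line stably expressing human OTR | Also added: Oxytocin at about EC15, sub-maximal agonist stimulus | Times: Compound 6 min at room temperature before oxytocin, 100 s read | Measured by: Fluo-8 intracellular calcium fluorescence, ex 470-495, em 515-575 nm | Controls: EC15 oxytocin alone as 0%, 75 nM oxytocin as 100%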
TAAR1 ag – human TAAR1 agonism | Q96RJ0 | CHO RD-HGA16 TAAR1, Fluo-8 calcium fluorescence; vehicle wells 0%, saturating PEA agonist 100% | activation, % at 3 µM | hit rate 0.99% among 360,000 | AID 624467;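 active = activation above the mean activation of all test compounds in the run plus 3 SD, cut at about 38% in these data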
Target sequence (Q96RJ0 whole entry, looked up): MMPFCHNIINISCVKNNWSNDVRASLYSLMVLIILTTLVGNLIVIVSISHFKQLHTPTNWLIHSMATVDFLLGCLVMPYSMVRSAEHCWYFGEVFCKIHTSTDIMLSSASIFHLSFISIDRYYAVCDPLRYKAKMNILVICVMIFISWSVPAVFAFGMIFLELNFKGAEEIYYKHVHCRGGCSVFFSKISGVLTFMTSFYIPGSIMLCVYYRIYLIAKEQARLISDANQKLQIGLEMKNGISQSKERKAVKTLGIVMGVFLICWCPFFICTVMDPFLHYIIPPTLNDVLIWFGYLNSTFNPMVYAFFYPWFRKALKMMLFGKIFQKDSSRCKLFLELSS
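Repeats: no replicates (n 1) | Material: CHO-derived RD-HGA16 cells with stable Gα16 and human TAAR1 | Technique: Kinetic Fluo-8 calcium fluorescence | Schedule: 17-24 h seeding, 75 min 37 °C dye, 30 min RT | Evaluation: % activation from peak over basal fluorescence ratio, DMSO-to-PEA scaled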
M1 PAM – potentiates human M1 receptor response to acetylcholine; P11229; activation, % at 3 µM; hit rate 0.088% among 360,000; CHO-K1 hM1, Fluo-8 calcium fluorescence, ACh EC20; 0% = ACh EC20, 100% = maximal ACh; in the data active = activation above about 19%, passing the limit was not always enough
CHO parental Ca – signal in parental CHO cells, OX1R antagonist counter-screen; parental CHO-K1, ATP-induced calcium, Fluo-8 fluorescence; inhibition, % at 5.6 µM; hit rate 0.63% among 330,000; AID 463079;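 active = inhibition above that plate's mean sample inhibition plus 3 SD, cut at about 26% in these data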;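 also: 0% = ATP-challenged DMSO wells and 100% = DMSO wells without ATP; some compounds past the cut are filed as inactive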
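Assay system – parental CHO cells · Reagent – ATP stimulus · Detection – intracellular calcium via Fluo-8 no-wash fluorescent dye · Evaluation – percent inhibition of ATP-evoked calcium rise, normalized to controls · Controls – ATP wells versus no-ATP DMSO wells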
TAAR1 antagonist – human TAAR1 antagonism | Q96RJ0 | CHO RD-HGA16 TAAR1, Fluo-8 calcium fluorescence, antagonist | inhibition, % at 3 µM | hit rate 1.5% among 360,000;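 active = inhibition above a per-plate cutoff, the mean inhibition of test compounds on that plate plus 3 SD, cut at about 49% in these data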;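 also: 0% = DMSO plus EC80 beta-PEA response and 100% = DMSO alone without agonist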
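Assay system: RD-HGA16 CHO cells with stable hTAAR1 and Gα16 / Reagent: EC80 β-phenethylamine stimulus / Doses: 3 µM, single point / Timing: dye loading 75 min at 37 °C, then 30 min room temperature / Measured by: Fluo-8 intracellular calcium dye fluorescence, real-time kinetic reads / Controls: vehicle wells and EC80 agonist wells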
V1R ag counter – activates human V1a receptor in oxytocin agonist counter-screen; hit rate 0.25% among 320,000; activation, % at 3 µM; P37288; CHO-V1R cells, Fluo-8 calcium fluorescence, agonist mode; 0% DMSO, 100% 3 nM vasopressin;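 active = activation above the mean activation of all tested compounds plus 3 SD, per screening run, cut at about 20% in these data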;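 also: signal is peak over basal fluorescence ratio across a 100 second FLIPR read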
Target sequence (P37288 whole entry, looked up): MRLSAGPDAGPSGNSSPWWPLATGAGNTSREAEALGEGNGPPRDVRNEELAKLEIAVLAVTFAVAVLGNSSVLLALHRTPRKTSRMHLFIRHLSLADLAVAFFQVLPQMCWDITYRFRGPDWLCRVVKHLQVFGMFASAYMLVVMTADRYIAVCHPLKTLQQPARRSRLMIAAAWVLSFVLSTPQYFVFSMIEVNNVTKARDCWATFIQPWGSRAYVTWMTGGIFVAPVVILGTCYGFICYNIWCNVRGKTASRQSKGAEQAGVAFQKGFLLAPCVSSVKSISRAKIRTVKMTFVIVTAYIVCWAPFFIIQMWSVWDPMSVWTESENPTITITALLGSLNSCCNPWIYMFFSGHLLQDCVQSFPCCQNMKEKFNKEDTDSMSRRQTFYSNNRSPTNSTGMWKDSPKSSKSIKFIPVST
Starred values were filed as active, the others as inactive; . = no result given.

Values run as follows: CHRM1 agonist	M1 antag	OXTR agonist	OXTR potentiator	TAAR1 ag	M1 PAM	CHO parental Ca	TAAR1 antagonist	V1R ag counter
Cc1c(NC(=S)NC(=O)C2CCCCC2)c(=O)n(-c2ccccc2)n1C
  -10	8	0.0	-1	4	-5	-5	-9	0.3
Oc1ccc(Cl)cc1CNc1nccs1
  -5	-20	-0.2	-7	-1	8	-2	-11	-0.7
CC1CCCCN1Cc1c(O)ccc2c(=O)c(-c3ccc(Br)cc3)coc12 (stereo not drawn)
  -8	-16	.	.	-1	15	.	-2	.
COC(=O)c1ccc(NC(=O)C2CCCN(S(C)(=O)=O)C2)cc1 (stereo not drawn)
  -7	1	-0.4	-3	5	10	-3	3	1.1
C/C(O)=C\c1nc(=O)c2c(C)cc(C)nc2n1-c1ccccc1
  -2	-4	-1.1	-4	2	2	-8	2	-0.3
O=S1(=O)c2c(F)cccc2O[C@@H](COCc2ccccc2)CN1CCc1ccc(F)cc1
  -3	11	.	.	4	-13	.	6	.
CN(C)c1nc(Cl)nc(NCCOc2ccccc2)n1
  -3	-4	-2.1	-3	-1	7	-14	6	0.0
CN(CC(=O)Nc1ccc(OC(F)(F)F)cc1)C(=O)Cn1c(=O)cnc2ccccc21
  -7	-4	-0.9	-4	1	6	-2	-36	1.0
CC(NC(=O)c1cc(COc2c(F)cccc2F)on1)c1cnn(-c2ccccc2)c1 (stereo not drawn)
  -12	0	-0.1	-13	-2	-13	-12	16	1.8
COc1ccc(S(=O)(=O)N2CCN(c3ccccc3OC)CC2)cc1OC
  -2	-21	0.5	-6	7	4	-13	16	1.2
COc1ccc(C(=O)N/N=C\c2coc3ccc(C)cc3c2=O)cc1
  2	-12	0.2	-7	1	21	5	-5	0.2
CCN(CC)c1c(C)nc2ccc(C(=O)Nc3cc(-c4ccccc4)ccc3OC)cn12
  -6	6	.	.	0	-4	.	5	.
CCc1ccc(C(O)c2ncc(-c3ccccc3OC)[nH]2)cc1 (stereo not drawn)
  2	5	.	.	5	-11	.	-13	.
COc1ccc(NC(=O)C2Cc3c(-c4ccc5c(c4)OCO5)ccnc3O2)cc1OC (stereo not drawn)
  2	33*	.	.	5	-15	.	33	.
O=C(NC(=S)NCCC1=CCCCC1)c1ccco1
  -13	7	-2.4	-14	5	-11	-28	9	-0.6
COc1ccccc1NC(=O)N(C)C[C@H]1OCc2cnnn2CCCC(=O)N([C@H](C)CO)C[C@@H]1C
  -4	-3	.	.	0	-4	.	0	.
NC(=O)C1(N2CCCCC2)CCN(C(=O)CSc2nc3ccccc3[nH]2)CC1
  -3	-5	-0.1	-8	12	5	-1	4	0.2
Cc1sc2nc(SCC(=O)NCCO)n(C)c(=O)c2c1C
  -5	-4	-1.1	0	11	7	-3	3	-0.5
COC12NC(=O)N(C)C1(OC)C(=O)N(C)C(=O)N2C (stereo not drawn)
  -2	-11	0.2	-7	3	7	-1	-6	0.6
C[C@@H]1CN([C@@H](C)CO)C(=O)CCCn2cc(nn2)CO[C@H]1CN(C)C(=O)c1cc(-c2ccccc2)on1
  -2	-7	.	.	0	6	.	-4	.
COc1ccc(-c2cc(C(=O)N3CCN(c4ccccc4O)CC3)c3ccccc3n2)cc1
  -3	18	2.7	-8	20	-3	-2	62*	3.3
COc1ccc(N2CCN(CC(=O)NC(=O)NCc3ccccc3)CC2)cc1
  0	-3	0.0	6	2	9	-3	11	0.4
O=c1c2ccccc2cnn1Cc1n[nH]c(=S)n1-c1ccc(F)c(Cl)c1
  -3	0	0.5	-4	6	1	0	-15	0.8
O=C(c1cccs1)N1CCN(Cc2nc3ccccc3c(=O)[nH]2)CC1
  -1	-21	-0.9	-19	6	12	-5	3	0.3
O=S(=O)(c1ccc(Cl)cc1)N1CCC(O)(CN2CCN(Cc3ccccc3)CC2)CC1
  -13	11	6.5	-4	8	-30	-11	7	3.1
O=c1cc(CNC2CCCCC2)c2ccccc2[nH]1
  6	-13	-0.3	-5	7	9	-1	0	0.2
C/C(CC(O)(/C=N/O)c1ccccc1)=N\O (stereo not drawn)
  -5	0	0.8	-3	8	4	-2	-10	2.0
O=C(N/N=C/c1ccoc1)c1ccccc1
  0	2	0.6	1	0	3	-1	-35	3.7
CC(C)CNC(=O)c1ccccc1NC(=O)c1ccc(CN2CCOCC2)cc1
  -5	-2	0.0	-2	8	-2	-18	14	0.1
C#CCn1cc(CNC[C@H]2O[C@@H](n3cnc4c(=O)[nH]c(N)nc43)[C@H](O)[C@@H]2O)c2ccccc21
  -3	-7	.	.	0	-8	.	12	.
CCCN(CC(=O)Nc1ccccc1OC)C(=O)CNC(=O)c1ccc(C)s1
  -1	1	.	.	2	6	.	5	.
CCOc1cccc(-c2cc(NCCc3ccccn3)n3nccc3n2)c1
  -3	-5	.	.	4	3	.	-8	.
Cc1cccc(N2CN(Cc3cccnc3)CNC2=S)c1C
  -2	-7	1.2	2	13	6	-12	-8	-0.8
CN1CCC(=O)N([C@H](COc2ccccc2)Cc2ccccc2)CC1
  -6	0	1.1	1	8	1	-16	0	1.3
Oc1ccccc1N=Nc1nc(-c2ccccc2)c(-c2ccccc2)[nH]1
  1	-5	-1.6	-4	6	3	5	39	-1.1
CC(C)CC(=O)Nc1ccc2oc(-c3cccnc3)nc2c1
  -3	4	-0.4	-1	5	-1	-11	1	0.8
O=[N+]([O-])c1ccc(Oc2ccc(S(=O)(=O)N3CCOCC3)cn2)cc1
  3	-3	1.4	-2	2	-2	15	2	0.1
O=C(CCNS(=O)(=O)c1ccccc1)NCCCSc1ccccc1
  -2	-10	0.0	-1	2	5	-7	-14	4.3
CCCCNC(=O)N1CCN(c2ccccc2OCC)CC1
  -1	-2	-1.6	-2	1	7	-10	-6	-0.3
Cn1c(=O)c(=O)n(C)c2cc(S(=O)(=O)NCc3ccc(Cl)cc3)ccc21
  -5	-12	-0.2	-3	0	11	1	-2	0.5
CC(=O)NC12CC3CC(C1)CC(C(=O)Nc1cccc(S(=O)(=O)N4CCCCCC4)c1)(C3)C2
  -5	18	.	.	1	-9	.	9	.
Cc1ccc(C(O)c2ncc(-c3ccccc3F)[nH]2)cc1F (stereo not drawn)
  0	-12	.	.	8	-4	.	-16	.
Cc1cc(NC(=O)C2CC(=O)N(c3cccc(Cl)c3)C2)no1 (stereo not drawn)
  -5	-5	2.8	-5	2	2	-12	-1	3.4
COc1ccc(-c2onc3ccc(C(=O)/C=C/N(C)C)cc23)cc1
  1	-13	-0.6	1	3	18	-5	-8	0.3
Cc1nn(-c2ccccc2)c(C)c1/C=N\NS(=O)(=O)c1ccc(Cl)cc1
  -4	-8	0.6	-24	6	-1	-20	13	1.7

Among those listed so far, these contain two or more sulfur atoms:
Values run as follows: CHRM1 agonist	M1 antag	OXTR agonist	OXTR potentiator	TAAR1 ag	M1 PAM	CHO parental Ca	TAAR1 antagonist	V1R ag counter
Cc1sc2nc(SCC(=O)NCCO)n(C)c(=O)c2c1C
  -5	-4	-1.1	0	11	7	-3	3	-0.5
O=C(CCNS(=O)(=O)c1ccccc1)NCCCSc1ccccc1
  -2	-10	0.0	-1	2	5	-7	-14	4.3

(next part)
Values run as follows: CHRM1 agonist	M1 antag	OXTR agonist	OXTR potentiator	TAAR1 ag	M1 PAM	CHO parental Ca	TAAR1 antagonist	V1R ag counter
NC(=O)CSc1c[nH]c2ccccc12
  -3	-12	0.2	-6	4	8	-2	-4	0.6
O=C(CC1C(=O)NCCN1Cc1ccccc1C(F)(F)F)NCCN1CCOCC1 (stereo not drawn)
  -2	-12	0.7	-2	9	8	-10	-16	2.0
CC(C)(C)CNC(=O)c1cccc2c1C(=O)c1ccc(-c3cc4ccccc4o3)cc1S2(=O)=O
  0	7	3.3	-5	9	3	-13	48	4.4
CC(C)NC(=O)N(C)C[C@H]1OCCCC[C@@H](C)Oc2ccc(N(C)C)cc2C(=O)N([C@H](C)CO)C[C@@H]1C
  -1	-11	.	.	0	13	.	-3	.
O=C(N/N=C\C=C\c1ccc(Br)cc1)c1ccc2c(c1)OCO2
  -2	-5	-0.1	-4	1	16	-8	2	0.0
COc1ccccc1NC(=O)CSc1nccc(=O)[nH]1
  -4	-8	2.1	-4	.	3	-7	.	0.1
Cc1cc(=O)c2n(Cc3ccccc3Cl)nc[n+]2[nH]1
  -4	-2	-1.4	0	2	8	-5	1	0.0
Fc1ccc(C2c3cccn3CCN2C(=S)Nc2cccc(Br)c2)cc1 (stereo not drawn)
  -4	7	3.3	-12	6	-6	-2	-18	1.1
Cc1cc(S(=O)(=O)N2CCCC(C)C2)ccc1-n1cnnn1 (stereo not drawn)
  -7	-17	1.1	-10	0	8	7	2	0.8
CC1=C(C(=O)Nc2ccc(C)cc2)C(c2ccc(C)o2)C2=C(CC(C)(C)CC2=O)N1 (stereo not drawn)
  -3	-31	0.4	-3	0	4	-29	11	0.8
Cc1ccc(C)c(NC2=CC(=O)CC(C)(C)C2)c1C#N
  -2	10	0.2	0	9	-4	-3	12	0.3
Cc1cc(C)n(-c2cccc(Cl)c2C#N)n1
  -4	-8	-2.5	-5	2	3	-7	-48	-0.3
